Compound activity (PubChem BioAssay)
Pol iota inh = blocks human DNA polymerase iota activity; Q9UNA4; Pol iota fluorescent replication assay, 10 min; Potency, µM (titrated, usually from 115 µM), for inactives: at the highest dose activity, negative = inhibition, actives largely listed as inhibitors; 390,000 compounds, 1% hits; AID 588590; also: potency is read from the fitted curve at half-maximal effect
Target sequence (Q9UNA4 whole entry, looked up): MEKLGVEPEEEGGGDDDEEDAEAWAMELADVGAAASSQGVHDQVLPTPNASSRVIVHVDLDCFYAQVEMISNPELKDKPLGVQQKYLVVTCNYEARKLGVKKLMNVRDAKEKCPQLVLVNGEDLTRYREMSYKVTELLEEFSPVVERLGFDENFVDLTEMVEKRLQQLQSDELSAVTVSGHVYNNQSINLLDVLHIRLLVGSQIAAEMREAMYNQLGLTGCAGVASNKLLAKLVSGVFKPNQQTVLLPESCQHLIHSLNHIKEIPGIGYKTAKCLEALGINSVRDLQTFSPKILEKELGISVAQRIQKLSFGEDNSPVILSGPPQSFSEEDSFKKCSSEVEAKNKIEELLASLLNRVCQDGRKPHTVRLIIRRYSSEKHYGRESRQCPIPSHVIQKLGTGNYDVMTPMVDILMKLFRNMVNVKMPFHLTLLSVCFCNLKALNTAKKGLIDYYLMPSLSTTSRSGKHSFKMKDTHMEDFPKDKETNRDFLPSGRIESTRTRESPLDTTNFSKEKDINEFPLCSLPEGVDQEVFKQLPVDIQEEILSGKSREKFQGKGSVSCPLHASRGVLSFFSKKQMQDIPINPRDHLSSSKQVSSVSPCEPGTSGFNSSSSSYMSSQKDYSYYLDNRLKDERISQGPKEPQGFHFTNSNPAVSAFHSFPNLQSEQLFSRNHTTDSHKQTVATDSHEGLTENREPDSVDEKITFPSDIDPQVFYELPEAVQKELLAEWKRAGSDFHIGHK
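Fluorescent replication assay read twice, at 0 min and 10 min after adding 50 nM (final) substrate. Enzyme (10 nM) and compounds were first incubated 15 min at room temperature; enzyme-free buffer wells were negative controls.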
Pol eta inh = DNA polymerase eta (human) inhibition; recombinant Pol eta, fluorescent DNA replication assay; Potency, µM (titrated, usually from 114 µM), for inactives: at the highest dose activity change, negative = inhibition, hits mostly inhibitors; 390,000 compounds, 1.2% hits; AID 588591; also: potency is read from the fitted curve at half-maximal effect; % is scaled to controls: 0 for no effect and ±100 for the full control effect
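Pol eta at 10 nM preincubated with compounds 15 min at room temperature; reaction started with fluorescent substrate (50 nM final) and read kinetically at 0 and 10 min.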
APE1 inh = APE1 (human) endonuclease inhibition; 350,000 compounds, 0.35% hits; recombinant APE1, TAMRA/BHQ-2 abasic DNA cleavage fluorescence; Potency, µM (titrated, usually from 65.8 µM), for the others: at the highest dose activity change, negative = inhibition, actives largely listed as inhibitors;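 also: potency is read from the fitted curve at half-maximal effect; plate controls were vehicle for no effect and reference inhibitor for full effect; nearly all actives have a fitted effect of over 55% in size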
Target sequence (P27695 whole entry, looked up): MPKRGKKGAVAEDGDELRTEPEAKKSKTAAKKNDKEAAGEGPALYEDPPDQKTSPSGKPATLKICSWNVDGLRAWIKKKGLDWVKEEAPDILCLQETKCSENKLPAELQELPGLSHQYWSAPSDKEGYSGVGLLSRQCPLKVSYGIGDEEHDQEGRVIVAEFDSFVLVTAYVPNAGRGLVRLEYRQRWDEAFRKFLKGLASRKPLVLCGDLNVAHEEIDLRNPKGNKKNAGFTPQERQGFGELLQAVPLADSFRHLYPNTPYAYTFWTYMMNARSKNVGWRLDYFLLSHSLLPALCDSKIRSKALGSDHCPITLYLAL
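APE1 at 0.75 nM preincubated 15 min at room temperature with compound. Reaction then started with 50 nM double-stranded THF-abasic substrate labelled with TAMRA/BHQ-2, and 525/598 nm fluorescence read kinetically. Activity taken as third-minus-first read difference, normalized to DMSO and NSC13755 controls.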
GRP78 ERSR act = inducers of ER stress response in human glioma cells; U87-MG GRP78 promoter luciferase reporter, 16 h; Potency, µM, inactives show at the highest dose activation, hits mostly activators; 420,000 compounds, 0.02% hits; AID 602332; also: potency is read from the fitted curve at half-maximal effect; series mostly up to about 76 µM; % of control where 0% means no effect; nearly all actives have a fitted effect of over 35% in size
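ERSR induction read as luciferase luminescence (Bright-Glo, 10 min at room temperature) in stably transfected human U87-MG glioma cells exposed to compounds for 16 h, using GRP78 as sensor.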
Pol kappa inh = blocks human DNA polymerase kappa activity | Q9UBT6 | purified Pol kappa, fluorescent DNA synthesis assay, 10 min | Potency, µM (top dose mostly 107 µM), for the others: at the highest dose activity, negative = inhibition, actives largely listed as inhibitors | 400,000 compounds, 0.53% hits | AID 588579; also: potency is read from the fitted curve at half-maximal effect; % is scaled to controls: 0 for no effect and ±100 for the full control effect
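Kinetic fluorescence readout at 0 and 10 min followed reaction start with substrate at 50 nM final. Beforehand, enzyme (10 nM Pol kappa) stood 15 min with compound at room temperature; buffer-only wells were negative controls.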
Pol beta inh = inhibitors of human DNA polymerase beta; Pol beta primer extension/strand displacement, fluorescence kinetic; 340,000 compounds, 1.3% hits; P06746; Potency, µM (doses to about 114 µM), for the others: at the highest dose activity change, negative = inhibition, most hits filed as inhibitors; also: potency is read from the fitted curve at half-maximal effect; % is scaled to controls: 0 for no effect and ±100 for the full control effect
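Enzyme-only controls used 10 nM Pol beta; buffer lacking enzyme served as negative control. Compound preincubated 15 min, then 50 nM substrate added; 0 and 10 min reads at room temperature.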
LDHA inh = blocks human lactate dehydrogenase A | P00338 | purified LDHA, NADH/diaphorase-resazurin fluorescence; stronger effect = lower value | activity change, % (values are at about 110 or 230 µM) | 480,000 compounds, 0.15% hits | AID 1347041; in the data active = activity change below about -30%; inconclusive = mostly about -25% to -30%;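 also: plate controls were DMSO wells for no effect and wells without enzyme for full effect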
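Resorufin fluorescence (ex540/em590), read at 0 and 20 min after diaphorase/resazurin addition, reports the NADH left after a 5 min room-temperature reaction of 2 nM human LDH5 with 0.06 mM NADH and 0.2 mM pyruvate.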
BLM helicase inh = blocks DNA unwinding by human BLM helicase. P54132. recombinant BLM DNA unwinding, fluorescence dequenching. Potency, µM (series often up to 56.1 µM), inactives show top-dose activity change, negative = inhibition, most hits filed as inhibitors. 350,000 compounds, 0.2% hits. AID 2528;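 also: potency is read from the fitted curve at half-maximal effect; plate controls were vehicle for no effect and no enzyme for full effect; nearly all actives have a fitted effect of over 35% in size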
Anesthetic bind = candidate novel general anesthetic via apoferritin binding; apoferritin/1-aminoanthracene competitive binding, fluorescence; Potency, µM (series often up to 77.5 µM), without a hit: at the highest dose activity change, negative = displacement, most hits filed as inhibitors; 350,000 compounds, 0.074% hits; AID 485281; also: potency is read from the fitted curve at half-maximal effect; % is scaled to controls: 0 for no effect and ±100 for the full control effect; nearly all actives have a fitted effect of over 20% in size
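Concentration-response curves derived by four-parameter Hill fitting of normalized fluorescence, where compounds displaced 1-AMA from 10 uM horse apoferritin following a brief 10 min room-temperature incubation; propofol titration acted as positive control.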
* marks the source's active call; other numbers are inactive results; ? = inconclusive; . = no result given; & = joins results of further samples; [ ] = remark or other dose. Unless noted, calls follow the shape of the dose curve; as a rule, active = well fitted curve in the direction sought with a large enough effect; inconclusive = small, poorly fitted or top-dose-only effect, or another doubt; inactive = no such curve, though single readings can be large; an effect the other way counts as inactive or inconclusive.

no. | molecule | Pol beta inh | LDHA inh | Pol kappa inh | Anesthetic bind | GRP78 ERSR act | APE1 inh | BLM helicase inh | Pol eta inh | Pol iota inh
1 | Cc1noc(C)c1COC(=O)c1ccc2c(c1)OCO2 | 14% | -10 | -1% | -15% | 2% | 6% | -1% | -16% | ?
2 | COC(=O)c1ccccc1NC(=O)CSc1n[nH]c(-c2cccnc2)n1 | 22% | -6 | -2% | -8% | -2% | 2% | 2% | -2% | 47%[activator]
3 | CCOC(=O)c1ccc(Nc2ncnc3ccccc23)cc1 | -4% | -5 | -12% | 68%[activator] | 2% | 2% | -1% | 2% | -16%
4 | COCc1cc(/C=N\NC(=O)Cc2ccc(OC)cc2)ccc1OC | 10% | -3 | -8% | -17% | -3% | 4% | -3% | -10% | -1%
5 | CCOC(=O)C1CCCN(S(=O)(=O)c2ccc(Br)s2)C1 (stereo not given) | 7% | -4 | -4% | -9% | -2% | ? | -21% | 1% | 7%
6 | CC(=O)N1c2ccc(S(=O)(=O)NCC3CCC(C(=O)Nc4ccc(C)cc4)CC3)cc2CC1C (stereo not given) | 24% | -6 | 2% | -16% | -2% | . | 2% | 4% | -11%
7 | Cc1ccc(-c2c3c(=O)n(C)c(=O)n(C)c3c3c(C)nc4ccccc4n23)cc1 | 31% | -9 | -12% | 8% | -2% | . | 0% | 3% | -18%
8 | CCOc1ccc(CNC(=O)CCc2cn(CC)c3ccccc23)cc1 | -9% | -7 | -3% | 3% | 0% | . | 0% | -9% | 49%[activator]

no. | molecule | Pol beta inh | LDHA inh | Pol kappa inh | Anesthetic bind | GRP78 ERSR act | APE1 inh | BLM helicase inh | Pol eta inh | Pol iota inh
9 | COc1cc2cc(C#N)c(SCC(=O)N3CCOCC3)nc2cc1OC | 17% | -3 | 0% | -10% | 2% | -2% | -3% | -5% | 22%
10 | CC(=O)c1ccc(NC(=O)C2CCCN(S(=O)(=O)c3c(C)[nH]c(=O)[nH]c3=O)C2)cc1 (stereo not given) | 26% | -3 | 1% | -1% | -2% | -2% | -1% | -12% | ?
11 | O=[N+]([O-])c1cc(Cl)ccc1N1CCN(c2ccccc2O)CC1 | 9% | 0 | -3% | ? | 0% | -8% | -8% | -13% | 50%[activator]
12 | CN(C)c1ccc(CNC(=O)c2cc3ccccn3n2)cc1 | 2% | 6 | -10% | -9% | -1% | . | 1% | 6% | -13%
13 | CN(C(=O)CSc1nc(C2CC2)n(-c2ccccc2)n1)C1CCS(=O)(=O)C1 (stereo not given) | . | -2 | -9% | . | -6% | 4% | . | -1% | 109%[activator]
14 | O=[N+]([O-])c1cc(C=Nc2cccc3c(O)cccc23)ccc1Cl | -10% | . | . | 2% | . | 37% | -12% | . | .
15 | COc1ccc(-n2cnnc2SCC(=O)N(C)C2CCS(=O)(=O)C2)cc1 (stereo not given) | 4% | -4 | -17% | -8% | 0% | 2% | 0% | 5% | 4%
16 | O=C(CS(=O)(=O)c1cccc(Cl)c1)Nc1ccccc1Cl | 9% | -1 | -1% | -14% | -3% | 1% | -3% | -18% | 4%

Along the list, as entered above:
Entries 11 to 14 in Pol beta inh read 9%, 2%, ., -10%

Other structures:
no. | molecule | Pol beta inh | LDHA inh | Pol kappa inh | Anesthetic bind | GRP78 ERSR act | APE1 inh | BLM helicase inh | Pol eta inh | Pol iota inh
17 | COc1ccc(-c2nc3scc(CCNS(=O)(=O)c4ccc(F)cc4F)n3n2)cc1OC | 3% | -8 | -8%[60.1 µM] | -1% | -4% | . | 3% | -3% | -3%
18 | CCOC(=O)c1oc2c(CN3CCN(CCO)CC3)c(O)c(CC)cc2c(=O)c1-c1nc2ccccc2s1 | 37% | 0 | -20% | -6% | 0% | -1% | -7% | -8% | 20%
19 | C/C(=N\NC(=O)c1ccc(N(C)C)cc1)c1cccnc1 | -9% | -2 | 6% | -6% | 7% | 11% | -1% | -6% | -13%
20 | CCOC(=O)C(C)Sc1nc(=O)n2cccc(C)c2n1 (stereo not given) | 0% | -8 | -3% | -6% | -2% | -4% | 1% | -22% | 67%[activator]
21 | C=CCC(O)c1c(-c2ccccc2)nn(C)c1Cl (stereo not given) | 9% | -6 | 3% | -20% | -5% | 0% | -1% | -4% | 10%
22 | O=C(CSc1nnc(CNC(=O)c2ccc(F)cc2)o1)NCC1CCCO1 (stereo not given) | 27% | -7 | -9% | -1% | -3% | 13% | -3% | 3% | 12%
23 | Brc1ccc(C2=Nc3ccccc3C(c3ccncc3)=NN2)cc1 | ? | -8 | -17% | -5% | 2% | 7% | -2% | ? | -9%
24 | COc1cccc(CNC(=O)c2nc(Cn3nc(C)c(Br)c3C)no2)c1 | -13% | 0 | -4%[60.1 µM] | 44%[activator] | 0% | . | -9% | -13% | -3%

no. | molecule | Pol beta inh | LDHA inh | Pol kappa inh | Anesthetic bind | GRP78 ERSR act | APE1 inh | BLM helicase inh | Pol eta inh | Pol iota inh
25 | Cc1cccc(NC(=O)c2ccc(S(=O)(=O)N3CCCCC3)cc2)c1 | 12% | -12 | -11% | -22% | 1% | -10% | -12% | -13% | 11%
26 | O=C1/C(=C\c2cccc(O)c2)SC(=S)N1Cc1ccccc1 | 8% | -5 | -9% | ? | 1% | -19% | -13% | -16% | -17%
27 | CN(C(=O)COC(=O)CNC(=O)C12CC3CC(CC(C3)C1)C2)C1CCS(=O)(=O)C1 (stereo not given) | 5% | -3 | -15% | -2% | -2% | 7% | 2% | -5% | 10%
28 | Cc1cc2occ(CC(=O)NNC(=O)c3ccccc3)c2cc1C | 6% | 0 | 9% | -2% | -1% | -5% | -10% | -8% | 57%[activator]
29 | CC1CCCN(S(=O)(=O)c2ccc(NC(=O)CN3CCN(C)CC3)cc2)C1 (stereo not given) | 39% | -6 | -6% | -12% | -4% | -7% | 1% | 5% | 4%
30 | CCC(=O)Nc1ccc(OC)cc1OC | 13% | -4 | -6% | 3% | -12% | -10% | -1% | -7% | 36%[activator]
31 | CC(C)(C)NC(=O)NC(=O)CN1CCN(S(=O)(=O)c2ccc3c(c2)CCCC3)CC1 | . | 1&8 | -5% | . | -5% | 19% | . | -25% | -11%
32 | CC(C)c1nnc(NC(=O)CCCCCN2C(=O)C3C4C=CC(C4)C3C2=O)s1 (stereo not given) | 12% | 1 | 1% | ? | -4% | -1% | -4% | -4% | 58%[activator]

Individual results from the results shown:
In GRP78 ERSR act, CC(C)(C)NC(=O)NC(=O)CN1CCN(S(=O)(=O)c2ccc3c(c2)CCCC3)CC1 has the entry -5%
In Pol beta inh, CN(C(=O)COC(=O)CNC(=O)C12CC3CC(CC(C3)C1)C2)C1CCS(=O)(=O)C1 (stereo not given) has the entry 5%
In APE1 inh, CCC(=O)Nc1ccc(OC)cc1OC has the entry -10%
In Pol kappa inh, Cc1cccc(NC(=O)c2ccc(S(=O)(=O)N3CCCCC3)cc2)c1 has the entry -11%
In GRP78 ERSR act, CC(C)c1nnc(NC(=O)CCCCCN2C(=O)C3C4C=CC(C4)C3C2=O)s1 (stereo not given) has the entry -4%

Whole records from above:
Shown for `O=C1/C(=C\c2cccc(O)c2)SC(=S)N1Cc1ccccc1` = Pol beta inh = 8%; LDHA inh = -5; Pol kappa inh = -9%; Anesthetic bind = ?; GRP78 ERSR act = 1%; APE1 inh = -19%; BLM helicase inh = -13%; Pol eta inh = -16%; Pol iota inh = -17%
Shown for `CC(C)(C)NC(=O)NC(=O)CN1CCN(S(=O)(=O)c2ccc3c(c2)CCCC3)CC1` = Pol beta inh = .; LDHA inh = 1&8; Pol kappa inh = -5%; Anesthetic bind = .; GRP78 ERSR act = -5%; APE1 inh = 19%; BLM helicase inh = .; Pol eta inh = -25%; Pol iota inh = -11%
Shown for `Cc1cccc(NC(=O)c2ccc(S(=O)(=O)N3CCCCC3)cc2)c1` = Pol beta inh = 12%; LDHA inh = -12; Pol kappa inh = -11%; Anesthetic bind = -22%; GRP78 ERSR act = 1%; APE1 inh = -10%; BLM helicase inh = -12%; Pol eta inh = -13%; Pol iota inh = 11%

(cont.)
no. | molecule | Pol beta inh | LDHA inh | Pol kappa inh | Anesthetic bind | GRP78 ERSR act | APE1 inh | BLM helicase inh | Pol eta inh | Pol iota inh
33 | CC(C)CCN1CCN(C2CCN(c3ccccc3)CC2)CC1CCO (stereo not given) | 11% | 1 | 3% | -4% | -2% | -4% | -2% | -1% | ?
34 | COC(=O)C1=C(C)N(CCCC(=O)O)C(=O)NC1c1cc2c(cc1[N+](=O)[O-])OCO2 (stereo not given) | 10µM* | 2 | 45µM* | -2% | 4% | ? | -13% | 50µM* | 13µM*
35 | C/C=C(\C)C(=O)NCCN1C2=NC[C@H](C(C)C)N2C[C@@H]1Cc1ccc(OC)cc1 | 58% | -1 | 10% | -5% | -4% | 12% | 38%[activator] | -4% | -10%
36 | O=C(c1ccc(NS(=O)(=O)c2cccc([N+](=O)[O-])c2)cc1)N1CCN(C(=O)c2ccco2)CC1 | . | -3 | 3% | . | -4% | -11% | . | -10% | -4%
37 | COCCn1c(SCC(=O)NN2C(=O)NC(C)(c3ccccc3)C2=O)nnc1-c1ccncc1 (stereo not given) | . | -9 | -25% | . | -1% | -3% | . | -5% | -6%
38 | O=C(CNc1ccccc1Cl)c1ccc(Br)cc1 | ? | -4 | -15% | ? | 3% | 10% | -11% | -25% | 107%[activator]
39 | O=C(Nc1cc([N+](=O)[O-])c2[nH]c(=O)c3ccccc3c2c1)C(F)(F)F | . | 1 | -14% | . | -5% | . | . | -11% | -6%
40 | COc1ccc(CNC(=O)CCc2nc(-c3ccc(C)cc3)no2)c(OC)c1 | -5% | -6 | -13% | ? | -3% | . | 0% | -17% | -4%
41 | CCc1ccccc1NC(=O)CC1Sc2ccc(C(F)(F)F)cc2NC1=O (stereo not given) | -3% | 4 | -2% | 2% | -3% | . | 1% | -9% | 2%
42 | CCOC(=O)Nc1ccc2nc(Sc3ccc(Cl)cc3)sc2c1 | 0% | 1 | 12% | -6% | -5% | 0% | -7% | -12% | -16%

The list is partial; the hit share may differ from the screen's.
